POLB inh = inhibitors of human DNA polymerase beta. Pol beta primer extension/strand displacement, fluorescence kinetic. P06746. AID 485314. actives 1.3% (n = 340,000). Potency, µM (highest dose often 114 µM), for the others: at the top dose activity change, negative = inhibition, usual class: inhibitors; note: potency is the fitted concentration of half-maximal effect; % is set by controls: 0 for no effect and ±100 for the full control effect
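Enzyme-only controls used 10 nM Pol beta; buffer lacking enzyme served as negative control. Compound preincubated 15 min, then 50 nM substrate added; 0 and 10 min reads at room temperature.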
Pol iota inh = DNA polymerase iota (human) inhibition | Q9UNA4 | Pol iota fluorescent replication assay, 10 min | Potency, µM (titrated, usually from 115 µM), for inactives: top-dose activity, negative = inhibition, usual class: inhibitors | actives 1% (n = 390,000) | AID 588590; note: potency is the fitted concentration of half-maximal effect
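Fluorescent replication assay read twice, at 0 min and 10 min after adding 50 nM (final) substrate. Enzyme (10 nM) and compounds were first incubated 15 min at room temperature; enzyme-free buffer wells were negative controls.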
Pol eta inh = DNA polymerase eta (human) inhibition | Q9Y253 | recombinant Pol eta, fluorescent DNA replication assay | Potency, µM (series often up to 114 µM), for inactives: at the top dose activity change, negative = inhibition, actives largely listed as inhibitors | actives 1.2% (n = 390,000); note: potency is the fitted concentration of half-maximal effect; % is set by controls: 0 for no effect and ±100 for the full control effect
Target sequence (Q9Y253 whole entry, looked up): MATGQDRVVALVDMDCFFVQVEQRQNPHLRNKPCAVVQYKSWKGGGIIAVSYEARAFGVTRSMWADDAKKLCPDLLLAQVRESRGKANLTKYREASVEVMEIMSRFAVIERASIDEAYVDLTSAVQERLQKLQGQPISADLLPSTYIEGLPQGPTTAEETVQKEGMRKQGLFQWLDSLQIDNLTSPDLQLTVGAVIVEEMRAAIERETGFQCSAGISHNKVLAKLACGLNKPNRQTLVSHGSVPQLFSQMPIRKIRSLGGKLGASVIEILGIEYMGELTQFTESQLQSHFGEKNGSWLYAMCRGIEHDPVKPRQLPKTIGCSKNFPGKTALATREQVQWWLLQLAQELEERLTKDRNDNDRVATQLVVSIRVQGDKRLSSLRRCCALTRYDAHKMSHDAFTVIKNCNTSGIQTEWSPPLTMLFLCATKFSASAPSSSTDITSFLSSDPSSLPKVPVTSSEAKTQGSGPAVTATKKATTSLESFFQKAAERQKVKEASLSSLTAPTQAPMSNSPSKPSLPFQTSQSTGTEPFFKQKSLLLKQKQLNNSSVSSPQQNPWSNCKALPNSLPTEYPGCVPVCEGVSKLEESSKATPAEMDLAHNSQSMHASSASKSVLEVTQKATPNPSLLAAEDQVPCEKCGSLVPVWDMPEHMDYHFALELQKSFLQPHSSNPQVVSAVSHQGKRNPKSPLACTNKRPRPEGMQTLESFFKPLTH
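Pol eta (10 nM) was preincubated with compounds for 15 min at room temperature, after which fluorescent replication substrate (50 nM final) was added to start the reaction. Fluorescence was read kinetically at 0 and 10 min.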
GRP78 ERSR act = inducers of ER stress response in human glioma cells; U87-MG GRP78 promoter luciferase reporter, 16 h; Potency, µM, for the others: top-dose activation, usual class: activators; actives 0.02% (n = 420,000); AID 602332; note: potency is the fitted concentration of half-maximal effect; series mostly up to about 76 µM; % of control where 0% means no effect; nearly all actives have a fitted effect of over 35% in size
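ERSR induction read as luciferase luminescence (Bright-Glo, 10 min at room temperature) in stably transfected human U87-MG glioma cells exposed to compounds for 16 h, using GRP78 as sensor.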
APEX1 inh = inhibitors of human APE1 endonuclease; recombinant APE1, TAMRA/BHQ-2 abasic DNA cleavage fluorescence; Potency, µM (highest dose often 65.8 µM), without a hit: top-dose activity change, negative = inhibition, actives largely listed as inhibitors; actives 0.35% (n = 350,000);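 note: potency is the fitted concentration of half-maximal effect; plate controls were vehicle for no effect and reference inhibitor for full effect; nearly all actives have a fitted effect of over 55% in size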
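Quantitative HTS: incision of a TAMRA/BHQ-2 double-stranded substrate bearing a tetrahydrofuran abasic site by 0.75 nM APE1 raises fluorescence. Substrate 50 nM final, added after 15 min compound preincubation at room temperature; progress as third-minus-first kinetic read difference.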
LDHA block = blocks human lactate dehydrogenase A; P00338; purified LDHA, NADH/diaphorase-resazurin fluorescence; hits give low values; activity change, % (values are at about 110 or 230 µM); actives 0.15% (n = 480,000); AID 1347041; in the data active = activity change below about -30%; inconclusive = mostly about -25% to -30%;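 note: plate controls were DMSO wells for no effect and wells without enzyme for full effect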
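Enzyme activity of human lactate dehydrogenase 5 (2 nM; 0.06 mM NADH, 0.2 mM pyruvate, 5 min, RT) is measured via a resazurin/diaphorase fluorescence readout of residual NADH.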
Anesthetic bind = binds horse apoferritin like a general anesthetic; apoferritin/1-aminoanthracene competitive binding, fluorescence; Potency, µM (top dose mostly 77.5 µM), for inactives: at the highest dose activity change, negative = displacement, usual class: inhibitors; actives 0.074% (n = 350,000); note: potency is the fitted concentration of half-maximal effect; % is set by controls: 0 for no effect and ±100 for the full control effect; nearly all actives have a fitted effect of over 20% in size
Target sequence (P02791 2-175 limits assumed): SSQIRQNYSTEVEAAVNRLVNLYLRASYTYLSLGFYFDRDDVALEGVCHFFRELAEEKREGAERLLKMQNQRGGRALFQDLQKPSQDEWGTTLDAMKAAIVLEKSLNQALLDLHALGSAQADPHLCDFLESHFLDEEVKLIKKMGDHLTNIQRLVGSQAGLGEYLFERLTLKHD
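Read-out: endpoint 1-AMA fluorescence, excitation 380 nm and emission 535 nm, after compounds sit 10 min at room temperature with 10 uM horse-spleen apoferritin in 50% saturated 1-AMA/PBS. Values come from four-parameter Hill fits.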
POLK inh = DNA polymerase kappa (human) inhibition. Q9UBT6. purified Pol kappa, fluorescent DNA synthesis assay, 10 min. Potency, µM (series often up to 107 µM), for inactives: at the highest dose activity, negative = inhibition, actives largely listed as inhibitors. actives 0.53% (n = 400,000). AID 588579; note: potency is the fitted concentration of half-maximal effect; % is set by controls: 0 for no effect and ±100 for the full control effect
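Activity was followed as the change in fluorescence between reads at 0 and 10 min after starting the reaction with 50 nM substrate. Beforehand, 10 nM polymerase had been preincubated with compound for 15 min at room temperature.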
BLM inh = Bloom syndrome helicase (human) inhibition. P54132. recombinant BLM DNA unwinding, fluorescence dequenching. Potency, µM (highest dose often 56.1 µM), for inactives: at the highest dose activity change, negative = inhibition, most hits filed as inhibitors. actives 0.2% (n = 350,000);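 note: potency is the fitted concentration of half-maximal effect; plate controls were vehicle for no effect and no enzyme for full effect; nearly all actives have a fitted effect of over 35% in size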
An asterisk follows results filed as active; & = joins results of further samples; [ ] = another dose, or the depositor's remark. Unless noted, calls come from the whole dose curve; as a rule, active = well fitted curve in the direction sought with a large enough effect; inconclusive = small, poorly fitted or top-dose-only effect, or another doubt; inactive = no such curve, though single readings can be large; an effect the other way counts as inactive or inconclusive. A portion of the library, so the mix of outcomes need not match the whole.

`CCC1CCCCN1C(=S)NC(=O)c1ccco1` (stereo unspecified) gave Pol iota inh 8%, Pol eta inh -22%, GRP78 ERSR act -2%, APEX1 inh 3%, LDHA block -2 and POLK inh 2%.
Screening O=C(CN1CCNCC1)Nc1ccc(Oc2ccccc2)cc1 returned POLB inh 17%, Pol iota inh 8%, Pol eta inh -1%, GRP78 ERSR act -2%, APEX1 inh 2%, LDHA block -3, Anesthetic bind inconclusive, POLK inh 0% and BLM inh 2%.
Screening O=C1CSC2(N1)C1CC3CC(C1)CC2C3 (stereo unspecified) returned POLB inh 13%, Pol iota inh -11%, Pol eta inh -15%, GRP78 ERSR act -1%, APEX1 inh 9%, LDHA block -2, Anesthetic bind -7%, POLK inh 5% and BLM inh -1%.
Screening CCC(=O)Nc1ccccc1-c1nc2ccccc2n(CC(=O)c2ccc(Br)cc2)c1=O returned POLB inh -4%, Pol iota inh 29%, Pol eta inh 6%, GRP78 ERSR act -1%, LDHA block -4, Anesthetic bind -5%, POLK inh 0% and BLM inh 2%.
For COc1cc(/C=C(\C#N)C(=O)Nc2ccccc2C(=O)O)cc(Cl)c1OC the results were POLB inh 2%, Pol iota inh 87%[activator], Pol eta inh -9%, GRP78 ERSR act 3%, APEX1 inh 2%, LDHA block -7, Anesthetic bind -7%, POLK inh -2% and BLM inh 1%.
`CC(=O)N[C@@H](Cc1ccc(O)cc1)C(=O)O` gave GRP78 ERSR act -5%, APEX1 inh -2%, Anesthetic bind 3%, POLK inh -5%[60.1 µM] and BLM inh -7%.
Screening CC1CC(C)CN(C(=S)SCc2nc(N)nc(Nc3ccccc3)n2)C1 (stereo unspecified) returned POLB inh -28%, Pol iota inh inconclusive, Pol eta inh -13%, GRP78 ERSR act 2%, APEX1 inh -5%, LDHA block 5, Anesthetic bind -13%, POLK inh -7% and BLM inh -20%.
Screening O=C(Nc1ncc(Cc2ccccc2Cl)s1)C1CCCO1 (stereo unspecified) returned POLB inh 2%, Pol iota inh inconclusive, Pol eta inh 6%, GRP78 ERSR act 3%, APEX1 inh 8%, LDHA block 1, Anesthetic bind -1%, POLK inh 5% and BLM inh 6%.
For O=C(NCCCN1CCCC1=O)c1cc(-c2ccc3c(c2)OCO3)nc2ccccc12 the results were POLB inh -22%, Pol iota inh 108%[activator], Pol eta inh -6%, GRP78 ERSR act -1%, APEX1 inh -1%, LDHA block 2, Anesthetic bind -11%, POLK inh -10% and BLM inh -4%.
Screening CC(=O)Nc1ccc(S(=O)(=O)Nc2cccn(Cc3ccc(C)cc3)c2=O)cc1 returned POLB inh 0%, Pol iota inh 29%, Pol eta inh -3%, GRP78 ERSR act -5%, APEX1 inh 1%, LDHA block -2, Anesthetic bind -14%, POLK inh -16% and BLM inh -13%.
`Oc1ccc2ccccc2c1/C=N/c1nccs1` gave POLB inh 24%, Pol iota inh inconclusive, Pol eta inh -10%, GRP78 ERSR act -11%, APEX1 inh -1%, LDHA block 26, Anesthetic bind -17%, POLK inh -11% and BLM inh -7%.
`C=CCNc1nc(C(=O)OCC(=O)Nc2c(Cl)cccc2C(F)(F)F)cs1` gave Pol iota inh 0%, Pol eta inh -11%, GRP78 ERSR act 2%, APEX1 inh 5%, LDHA block -1 and POLK inh -9%.
c1ccc(C(CN2CCCCC2)Oc2ccccn2)cc1 (stereo unspecified) was read as Pol iota inh 17%, Pol eta inh -5%, GRP78 ERSR act -1%, LDHA block -8 and POLK inh 0%.
OCC#CCSc1nnc(-c2cccc3ccccc23)o1 was read as Pol iota inh 3%, Pol eta inh -5%, GRP78 ERSR act -3%, APEX1 inh 6%&2%, LDHA block -2 and POLK inh -1%.
Screening Cc1ccc(S(=O)(=O)c2nnn3c2nc(N2CCCC(C)C2)c2cc(Cl)ccc23)cc1C (stereo unspecified) returned POLB inh -3%, Pol iota inh 26%, Pol eta inh -15%, GRP78 ERSR act -3%, LDHA block -4, Anesthetic bind -2%, POLK inh -12% and BLM inh -4%.
Screening COc1ccc(S(=O)(=O)N2CCN(C3Cc4ccccc4C3)CC2)cc1 returned POLB inh 10%, Pol iota inh 44%, Pol eta inh -24%, GRP78 ERSR act -5%, APEX1 inh -1%, LDHA block 4, Anesthetic bind -5%, POLK inh -7% and BLM inh -7%.
`CCN(CC(=O)NCc1ccc(Cl)cc1)C(=O)CCc1ccccc1` gave POLB inh 8%, Pol iota inh 2%, Pol eta inh -9%, GRP78 ERSR act 6%, APEX1 inh 19%, LDHA block -10, Anesthetic bind -13%, POLK inh -6% and BLM inh -1%.
For COc1ccc(S(=O)(=O)N2CCN(Cc3cc(=O)n4ccccc4n3)CC2)cc1 the results were Pol iota inh inconclusive, Pol eta inh -5%, GRP78 ERSR act -4%, APEX1 inh 44%, LDHA block 0 and POLK inh 12%.
CC1=CC(C)(C)NC(=S)N1c1ccccc1C was read as POLB inh 0%, Pol iota inh 55%&80%[activator], Pol eta inh -16%&4%, GRP78 ERSR act -5%&4%, APEX1 inh 3%, LDHA block -3&-6, Anesthetic bind -16%, POLK inh -10%&-7% and BLM inh -5%.
`NC1=C(c2ccc(F)cc2)C(=O)CS1` gave POLB inh 0%, Pol iota inh 13%, Pol eta inh -15%, GRP78 ERSR act -2%, APEX1 inh 3%, LDHA block -9, Anesthetic bind -21%, POLK inh -3% and BLM inh -9%.

Reprinted at random: 3 entries already listed
Screening Cc1ccc(S(=O)(=O)c2nnn3c2nc(N2CCCC(C)C2)c2cc(Cl)ccc23)cc1C (stereo unspecified) returned POLB inh -3%, Pol iota inh 26%, Pol eta inh -15%, GRP78 ERSR act -3%, LDHA block -4, Anesthetic bind -2%, POLK inh -12% and BLM inh -4%.
For O=C(NCCCN1CCCC1=O)c1cc(-c2ccc3c(c2)OCO3)nc2ccccc12 the results were POLB inh -22%, Pol iota inh 108%[activator], Pol eta inh -6%, GRP78 ERSR act -1%, APEX1 inh -1%, LDHA block 2, Anesthetic bind -11%, POLK inh -10% and BLM inh -4%.
`Oc1ccc2ccccc2c1/C=N/c1nccs1` gave POLB inh 24%, Pol iota inh inconclusive, Pol eta inh -10%, GRP78 ERSR act -11%, APEX1 inh -1%, LDHA block 26, Anesthetic bind -17%, POLK inh -11% and BLM inh -7%.

Going on with the list:
`CN(C)C(=O)/C(=C/c1ccc(-c2cccc([N+](=O)[O-])c2)o1)NC(=O)c1ccccc1` gave POLB inh -1%, Pol iota inh 167%[activator], Pol eta inh -23%, GRP78 ERSR act -3%, APEX1 inh 11%, LDHA block -1, Anesthetic bind inconclusive, POLK inh -8% and BLM inh 0%.
Screening COc1ccc(S(=O)(=O)N2CCCN(CC(=O)Nc3ccc4c(c3)OCO4)CC2)cc1 returned POLB inh -25%, Pol iota inh -1%, Pol eta inh -12%, GRP78 ERSR act -4%, APEX1 inh -4%, LDHA block 6, Anesthetic bind -15%, POLK inh 8% and BLM inh -7%.
For C[C@H]1CCC[C@@]2(O[C@@H](CCO)C[C@@H](O)[C@@H]2O)O1 the results were POLB inh 3%, Pol iota inh 33%[activator], Pol eta inh -18%, GRP78 ERSR act -3%, APEX1 inh 9%, LDHA block -6, Anesthetic bind -5%, POLK inh -10% and BLM inh 0%.
CCN(CC)S(=O)(=O)c1ccc(O)c(C(=O)OCC(=O)N(C)Cc2ccccc2)c1 was read as POLB inh 23%, Pol iota inh -1%, Pol eta inh -19%, GRP78 ERSR act -2%, APEX1 inh -2%, LDHA block 1, Anesthetic bind inconclusive, POLK inh -6% and BLM inh -5%.
Screening CC(=O)c1ccc(-c2ccc(/C=C(/Sc3n[nH]c(C)n3)C(=O)O)o2)cc1 returned POLB inh inconclusive, Pol iota inh inconclusive, Pol eta inh 40µM*, GRP78 ERSR act 1%, APEX1 inh 3%, LDHA block 2, Anesthetic bind -1%, POLK inh inconclusive and BLM inh -19%.
Screening Cc1ccc(-c2ccc(=O)n(CCC(=O)NCCN3CCCCC3C)n2)cc1 (stereo unspecified) returned POLB inh 0%, Pol iota inh 1%, Pol eta inh -4%, GRP78 ERSR act -1%, APEX1 inh 2%, LDHA block -2, Anesthetic bind 1%, POLK inh -6% and BLM inh -8%.
CCN(C[C@H]1N[C@@](C)(C(=O)OC)[C@H]2C(=O)N(Cc3ccccc3)C(=O)[C@@H]12)S(=O)(=O)c1ccc(F)cc1 was read as Pol iota inh -21%, Pol eta inh -6%, GRP78 ERSR act -2%, APEX1 inh -8%, LDHA block -1 and POLK inh 7%.
COc1ccccc1NC(=O)CN(Cc1ccco1)C(=O)c1ccc(N2CCCC2=O)cc1 was read as Pol iota inh 49%[activator], Pol eta inh 11%, GRP78 ERSR act -2%, APEX1 inh -2%, LDHA block -7 and POLK inh -6%.
For Cc1cccc(NC(=S)NC2CC3CCCC(C2)N3Cc2cccs2)c1 (stereo unspecified) the results were POLB inh 23%, Pol iota inh 2%, Pol eta inh 3%, GRP78 ERSR act -2%, APEX1 inh 13%, LDHA block 4, Anesthetic bind -8%, POLK inh -10% and BLM inh -8%.
Cc1nc(NCCNC(=O)c2ccco2)c2c(C)c(C)sc2n1 was read as POLB inh -16%, Pol iota inh 6%, Pol eta inh -13%, GRP78 ERSR act -1%, APEX1 inh -4%, LDHA block -3, Anesthetic bind 5%, POLK inh -4% and BLM inh 3%.
`CCC(CC)C(=O)OCC(=O)Nc1cccc(S(=O)(=O)N(C)c2ccccc2)c1` gave POLB inh -5%, Pol iota inh inconclusive, Pol eta inh -19%, GRP78 ERSR act -5%, APEX1 inh -8%, LDHA block 2, Anesthetic bind -15%, POLK inh -12% and BLM inh -9%.
O=C(/C=C\c1ccccc1[N+](=O)[O-])Nc1ccccc1 was read as POLB inh 0%, Pol iota inh 44%[activator], Pol eta inh -8%, GRP78 ERSR act 5%, APEX1 inh -2%, LDHA block 0, Anesthetic bind -20%, POLK inh -11% and BLM inh -4%.
For COc1ccccc1-n1c(N)cc(=O)nc1SCC(=O)Nc1cc(C)on1 the results were POLB inh 11%, Pol iota inh 116%[activator], Pol eta inh -4%, GRP78 ERSR act -1%, APEX1 inh 0%, LDHA block -5, Anesthetic bind -6%, POLK inh -4% and BLM inh -3%.

Screening data deposited in PubChem by National Center for Advancing Translational Sciences (NCATS).
